Compound activity deposited in PubChem BioAssay by several laboratories.
VHR inh abs: blocks human VHR1 dual specificity phosphatase | P51452 | recombinant VHR phosphatase, pNPP absorbance | inhibition, % at 13.3 µM | hit rate 0.52% among 290,000 | AID 1654; in the data active means inhibition above about 50%; further: some compounds called inactive have numbers as strong as hits
Target sequence (P51452 whole entry, looked up): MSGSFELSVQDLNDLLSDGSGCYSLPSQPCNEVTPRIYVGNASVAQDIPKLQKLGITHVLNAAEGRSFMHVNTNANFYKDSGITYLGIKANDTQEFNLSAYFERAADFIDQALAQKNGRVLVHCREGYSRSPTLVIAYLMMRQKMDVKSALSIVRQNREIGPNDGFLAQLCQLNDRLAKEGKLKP
PriA SSB inh: inhibitors of Klebsiella pneumoniae PriA binding to SSB C-terminal tail; AlphaScreen SSBct-PriA binding, biotinylated peptide; inhibition, % at 33 µM; hit rate 0.6% among 430,000; in the data active means inhibition mostly above about 37%, no sharp cut-off; inactive means mostly below about 20%;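 further: plate controls were negative control peptide for no effect and reference peptide for full effect; strong numbers were not always called active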
Rv3671c inh: inhibitors of M. tuberculosis serine protease Rv3671c; inhibition, % at 5.96 µM; hit rate 0.048% among 320,000; in the data active means inhibition above about 38%;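 further: extracellular domain of Rv3671c used as enzyme; 0% = enzyme with DMSO and 100% = no enzyme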
Target sequence (P9WHR9 whole entry, looked up, the tested form may be a part): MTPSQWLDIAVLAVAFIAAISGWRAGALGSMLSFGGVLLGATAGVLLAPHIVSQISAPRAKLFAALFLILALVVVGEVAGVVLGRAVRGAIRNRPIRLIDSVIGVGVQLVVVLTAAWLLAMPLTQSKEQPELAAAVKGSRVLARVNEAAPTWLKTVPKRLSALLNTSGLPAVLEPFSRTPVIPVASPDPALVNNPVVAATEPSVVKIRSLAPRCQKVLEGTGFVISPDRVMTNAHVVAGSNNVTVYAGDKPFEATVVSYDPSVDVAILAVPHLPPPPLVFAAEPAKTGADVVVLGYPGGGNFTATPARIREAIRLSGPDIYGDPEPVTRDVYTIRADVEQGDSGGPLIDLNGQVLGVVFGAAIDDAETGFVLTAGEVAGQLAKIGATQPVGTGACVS
MazEF act: increases E. coli MazEF RNase cleavage of RNA. hit rate 0.32% among 350,000. activation, % at 20 µM. FAM/BHQ RNA-DNA oligo cleavage fluorescence, 5 h. AID 504720; in the data active means activation above about 50%
Target sequence (P0AE70 whole entry, looked up): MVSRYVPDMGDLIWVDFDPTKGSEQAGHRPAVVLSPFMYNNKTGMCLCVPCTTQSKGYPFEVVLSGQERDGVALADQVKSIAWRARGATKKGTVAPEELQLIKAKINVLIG
BH1578 lux ind: inducers of Vibrio cholerae quorum light production without autoinducers. V. cholerae BH1578 lux reporter, luminescence, 6 h. activation, % at 18.7 µM. hit rate 0.16% among 350,000. AID 588436; in the data active means activation mostly above about 9.7%, no sharp cut-off; further: not every result past the cut was called active; inactives centre near 0; reference of the scale not given here
TcdB inh: inhibitors of Clostridioides difficile toxin B glycohydrolase | P18177 | TcdB glycohydrolase enzymatic assay, plate reader | inhibition, % at 9.99 µM | hit rate 0.24% among 350,000 | AID 652162; in the data active means inhibition above about 10%
CCHF vOTU inh: CCHFV vOTU protease inhibition. hit rate 0.55% among 370,000. inhibition, % at 11.5 µM. Pep-AMC fluorescence; in the data active means inhibition above about 30%; further: 0% = vehicle wells with enzyme and 100% = no enzyme wells
3CLpro inhibitor: SARS-CoV 3CLpro protease inhibition. recombinant SARS-CoV 3CLpro, quenched FRET peptide cleavage. inhibition, % at 6 µM. hit rate 0.14% among 290,000. AID 1706; in the data active means inhibition above about 12%
PrPC TRFRET: reduces human prion protein on the cell surface | inhibition, % at 13.8 µM | AID 720596 | hit rate 0.43% among 370,000 | cell surface PrPC, TR-FRET read-out | P04156; in the data active means inhibition above about 24%; further: 0% = median of the test wells and 100% = reference compound wells
Y pestis TopoI: blocks Yersinia pestis topoisomerase I activity | Y. pestis Topo-I cleavage product accumulation, plate reader | activity, % at 10 µM | hit rate 0.064% among 360,000 | AID 504884; in the data active means activity above about 50%, passing the limit was not always enough; further: inactives centre near 2
* marks the source's active call; other numbers are inactive results; i = inactive; · = not tested or not shown; & = joins results of further samples.

SMILES	VHR inh abs	PriA SSB inh	Rv3671c inh	MazEF act	BH1578 lux ind	TcdB inh	CCHF vOTU inh	3CLpro inhibitor	PrPC TRFRET	Y pestis TopoI
CC1(C)OC(c2ccccc2)=C/C(=C/C=N/NC(=O)c2ccncc2)O1	23	·	9	7	i	1.6	6	2	-1	16
Cc1ccccc1NC(=O)C(C)Sc1nnc(-c2ccncc2)n1CC1CCCO1 (configuration not stated)	-8	1	-2	-21	-0.4	1.6	8	2	4	-12
Cc1ccc(NC(=O)CN(C)C(=O)C(C)OC(=O)c2ccccc2NCCO)cc1 (configuration not stated)	·	-7	13	1	-0.6	1.9	-186	·	0	3
CCCCCCSc1cc(-c2nc3cc(C)ccn3c2NCCCC)ccc1OC	·	19	12	1	i	1.2&1.2	8&6	·	1&-5	16
CC1(C)CCC(=O)N2CC[C@H]3C[C@H](OC(=O)Nc4ccc5c(c4)OCO5)C[C@@H]1[C@H]32	-3	5	1	7	-4.5	1.2	11	-3	5	4
COC(=O)c1sccc1NC(=O)c1ccc(Cl)cc1	-3	-6	-9	11	-0.5	0.4	10	8	14	13
CCOc1ccc(Br)cc1CNCCN1CCOCC1	30	-7	-5	9	i	0.9	-13	2	-4	3
N#Cc1nc(-c2ccc(F)cc2)oc1NCCN1CCOCC1	24	2	4	1	-0.2	-0.4	-11	-4	-4	-4
COc1ccc(C(=O)NNC(=O)c2ccc3ccccc3n2)cc1	·	-5	-3	0	-1.3	0.8	1	·	-4	4
CC1CCC(NC(=O)CCNC(=O)c2ccccc2)CC1 (configuration not stated)	-2	-11	3	-7	-0.3	0.5	6	4	3	-9
Cc1cc(C)c2nc(SCC(=O)Nc3cc(C)on3)c(C)cc2c1	-10	-1	3	-2	-0.1	-3.1	-10	5	3	9
Cc1ccc([N+](=O)[O-])cc1NC(=O)C(C)N1CCCCC1 (configuration not stated)	-1	1	4	4	-1.9	1.2	-8	-5	-8	3
Cc1onc(C(=O)NC(C)c2ccccc2)c1[N+](=O)[O-] (configuration not stated)	-11	-12	0	-2	-0.4	0.4	-2	2	5	-6
COC(=O)c1cc2c(cc1[N+](=O)[O-])OCO2	9	-7	-5	-2	i	2.1	-4	2	-8	-11
Cc1sc2nc(CSc3ccccc3)nc(N3CCOCC3)c2c1C	8	-20	-2	-9	0.0	0.7	3	4	-5	-11
O=C(Nc1ccc(C(=O)N2CCCC2)cc1)c1ccc2c(c1)OCO2	19	-2	1	-8	-3.8	3.3	14	-6	2	-10
COc1cccc(-c2nnn(CC(=O)O)n2)c1	-1	-23	-3	9	i	·	2	-6	-5	-1
Cc1cc(=O)n(-c2ccc3ccccc3n2)[nH]1	6	0	-14	-5	i	·	0	-5	3	0
CCCc1cc(N2CCCC(C(=O)Nc3ccc(OC)cc3OC)C2)n2ncnc2n1 (configuration not stated)	-1	-15	3	1	-0.3	·	-7	-8	2	7
O=C(CSc1ncccn1)NCCc1ccccc1	26	-15&-8	2	-4	i	·	-2	-4	0	2
CCN1C[C@@H]2[C@@H]3C(=O)N(Cc4ccccc4)C(=O)[C@@H]3[C@](C)(C(=O)OC)N2C1=NC	·	4	·	-1	i	·	·	·	·	-2
COc1cc(C(=O)Nc2ccccc2N2CCOCC2)ccc1OCc1c(C)noc1C	2	2	0	4	-0.4	1.9	-11	3	0	30
Cn1nc(C(C)(C)C)c(NC(=O)c2sccc2Cl)c1C(C)(C)C	-11	-5	-4	1	i	0.8	-3	2	-1	-2
Cn1c(NCCc2ccccc2)cc(=O)n(C)c1=O	15	-8	6	-1	i	·	8	3	-1	-2
CC(=O)Nc1c2c(nn1-c1cccc(Cl)c1)CS(=O)(=O)C2	16	5	7	8	i	0.5	8	-6	-1	-9

Other structures.
SMILES	VHR inh abs	PriA SSB inh	Rv3671c inh	MazEF act	BH1578 lux ind	TcdB inh	CCHF vOTU inh	3CLpro inhibitor	PrPC TRFRET	Y pestis TopoI
O=c1cc(CN2CCN(S(=O)(=O)c3ccccc3)CC2)nc2ccc(Cl)cn12	·	-15	-1	0	i	0.3	-7	·	-16	3
Cc1cc(C)nc(SCC(=O)OCC(=O)N(C)c2c(N)n(Cc3ccccc3)c(=O)[nH]c2=O)n1	2	6	-3	7	-0.8	-0.4	1	4	2	12
CC1c2[nH]c3ccccc3c2C[C@H]2C(=O)N(CCCO)CC(=O)N12 (some centres not stated)	31	-3	6	5	i	0.3	-4	2	9	0
COC(=O)CCC(=O)OC1(C)C(=O)C=C2C=C(C3CC3)N(CCN3CCOCC3)C=C2C1=O (configuration not stated)	11	4	-13	-3	i	-1.8	17	·	-9	-3
O=C(CCCOc1ccc(Cl)cc1Cl)NCCCn1ccnc1	12	3	-8	1	-0.4	1.2	-10	-1	-7	-5
CCC(C)NC(=O)CCC(=O)Nc1ccc2nc(N3CCOCC3)cc(C)c2c1 (configuration not stated)	2	-7	0	2	6.2	·	-51	-3	2	-2
CC1CCCN(S(=O)(=O)c2ccc(NC(=O)C3CCN(C(=O)C(C)(C)C)CC3)cc2)C1 (configuration not stated)	·	-2	-8	-1	i	1.5	14	·	5	3
CCNC(=S)Nc1cc2oc3ccccc3c2cc1OC	1	0	2	3	-0.4	5.1	-7	-6	7	-10
CC(=NNC(=O)c1ccncc1)c1ccc(O)cc1O	·	-8	·	-8	i	-26	1	·	8	-2
O=C(N/C(=C/c1cccc([N+](=O)[O-])c1)C(=O)N1CCOCC1)c1ccc(Br)cc1	14	17	7	2	·	2.7	9	4	0	-1
COc1ccc2c(c1)c(=O)c(C(=O)c1ccccc1)cn2Cc1ccccc1	23	-4	1	-1	-0.4	0.8	10	5	7	-1
C=CCNC(=S)NNc1nc(Nc2ccccc2)nc(N2CCCCC2)n1	10	25	-10	-2	-0.1	1.8	-3	2	6	2
Nc1c(S(=O)(=O)c2ccccc2)c2nc3ccccc3nc2n1/N=C/c1ccco1	21	·	-1	11	i	·	-21	0	7	11
CC(C)CNC(=O)[C@H]1N2C(=O)c3ccccc3C2SC1(C)C (some centres not stated)	38	-18	5	11	i	-0.1	-2	-1	-4	-3
Cc1ccc(NS(=O)(=O)c2ccccc2)c([N+](=O)[O-])c1	·	1	·	12	-2.9	7.0	8	·	-8	-3
COc1cccc(CNc2nc3nc(C)c(Cl)c(C)n3n2)c1	12	-5	-8	6	-0.3	·	-3	6	4	2
CC1CN(C(=O)CN2C(=O)c3ccccc3C2=O)CC(C)O1 (configuration not stated)	4	-20	4	11	-0.7	·	2	-5	4	2
COc1ccc(-c2nnn(CC(=O)NCCc3ccc(OC)c(OC)c3)n2)cc1	-10	5	2	-2	-2.6	-0.3	-5	0	5	-9
CN(C)NC1=CC(=[N+]2CCCC2)CC(C)(C)C1	6	-3	10	10	2.4	-0.1	-15	4	-10	1
COC(=O)c1cc(NS(=O)(=O)c2ccc(N3CCOCC3)c(NC(C)=O)c2)cc(C(=O)OC)c1	5	-8	3	-3	-0.6	1.4	-8	-4	-1	-5
COc1cc2c(cc1OC)/C(=C/C(=O)c1ccccc1)NCC2	36	·	-8	3	-1.4	-2.1	10	-1	1	6
Cc1cc(C)cc(-n2c3ccc(NC(=S)NC4CCCCC4)cc3c(=O)n2C)c1	·	·	·	·	i	0.2	0	·	0	16
COc1cc(CN(C(C)=O)c2ccccc2C(=O)O)ccc1[N+](=O)[O-]	·	-8	·	3	i	1.2	8	·	-5	-5
CCN(CC(=O)Nc1ccccc1C(F)(F)F)C(=O)c1ccc(-n2nc(C)c(CCC(=O)OC)c2C)cc1	·	7	·	-2	1.5	0.5	9	·	-3	12
CCN(CC)C(=O)CN1C(=O)/C(=C/c2ccccc2)SC1=S	6	3	-2	8	-0.3	1.6	-10	-1	5	2

(cont.)
SMILES	VHR inh abs	PriA SSB inh	Rv3671c inh	MazEF act	BH1578 lux ind	TcdB inh	CCHF vOTU inh	3CLpro inhibitor	PrPC TRFRET	Y pestis TopoI
Cn1cc([C@@H]2C[C@H]3CN(Cc4cccc(Cl)c4)C(=O)[C@]34CCCN24)c(-c2ccccc2)n1	20	5	-3	-2	-1.0	1.0	-4	6	-3	32
COc1ccc(N2C(=O)CC(Sc3nccc(C)n3)C2=O)cc1 (configuration not stated)	19	-4	6	-4	5.0	·	0	6	5	-4
CCc1ccc(C(=O)CN2C(=O)NC3(CCc4ccccc43)C2=O)cc1 (configuration not stated)	·	-13	0	-17	-1.4	1.5	6	·	-6	11
C=CCn1c(SCC(=O)Nc2nnc(C)s2)nnc1C1CC1	6	3	1	6	-0.4	2.0	8	3	-1	5
Cc1cc(=O)[nH]c(SCC(=O)Nc2ccc(S(=O)(=O)N3CCOCC3)cc2)n1	31	0	9	-6	-0.1	·	4	-1	7	-10
O=C(O)c1cccc(N2CCCC2=O)c1	8	0&-10	3	6	-1.0	·	-3	-11	2	-1
COc1cc(S(=O)(=O)NCc2ccncc2)c(OC)cc1C	21	-12&-11&-9	-4	10	i	-0.6	-15	0	0	5
COc1cc(CCC(=O)OCC(=O)c2ccc[nH]2)cc(OC)c1OC	·	·	3	-33	3.5	0.9	-2	·	0	2
CC(C1CC2CCC1C2)n1c(-c2ccco2)n[nH]c1=S (configuration not stated)	21	1	-5	4	-0.1	3.2	3	9	2	5
Cc1ccc2nsnc2c1NC(=S)NC(=O)c1ccco1	-7	2	-24	3	i	·	59*	-5	-13	4
COC(=O)C(Cc1ccccc1)P(=O)(c1ccccc1)c1ccccc1 (configuration not stated)	-8	-5	-6	-1	-0.3	1.3	-1	0	1	-1
CC(=O)Nc1ccc(S(=O)(=O)N(c2cccnc2)S(=O)(=O)c2ccc(NC(C)=O)cc2)cc1	5	-3	-10	2	-2.0	·	-5	-5	0	-8
CCN1C(=O)c2cccc3c(S(=O)(=O)NCc4ccccn4)ccc1c23	6	-31	-5	1	-5.3	·	-39	0	-5	-9
COc1ccc(Cl)cc1C=CC=Nc1ccccc1O	·	-2	·	7	i	-0.2	-2	·	-10	-16
Cc1ccc(NC(=O)COC(=O)c2csc3c2CCC(C)C3)cc1S(=O)(=O)N1CCCCC1 (configuration not stated)	-2	-11	-92	1	-0.1	0.2	-3	5	8	-1
CC(C)C(=O)N1CCN(CCN=CC2=C(O)CC(c3ccco3)CC2=O)CC1 (configuration not stated)	7	0&-8	-5	-7&2	0.8&-0.2	-2.2	11&12	1	10&-2	-9&12
CN(Cc1nc(-c2cnccn2)no1)Cc1cccc2ccccc12	14	-6	-4	5	i	1.6	12	1	6	3
COc1ccccc1C(=O)Nc1ccc(S(=O)(=O)N(C)c2ccccc2)cc1	·	-15	-14	0	-0.5	4.8	4	·	5	20
CCOC(=O)c1c(C)[nH]c(C(=O)CSc2ccccc2)c1C	0	-10	-5	-2	i	·	22	7	-5	12
CCOc1ccc(NC(=O)c2cccc(OC(=S)N3CCC(C)CC3)c2)cc1	27	0	-14	7	i	·	5	4	12	4
Cn1cnnc1SCC(=O)Nc1sc2c(c1C#N)CCCCC2	-18	3	-1	12	-0.5	-0.4	-10	6	4	22
Cc1cc(SC2CCOC2=O)nc2ccccc12 (configuration not stated)	8	-9	2	5	-0.4	1.3	0	5	0	-11

Results in PriA SSB inh, Rv3671c inh and TcdB inh (two entries from above):
molecule	PriA SSB inh	Rv3671c inh	TcdB inh
COC(=O)C(Cc1ccccc1)P(=O)(c1ccccc1)c1ccccc1 (configuration not stated)	-5	-6	1.3
CC(=O)Nc1ccc(S(=O)(=O)N(c2cccnc2)S(=O)(=O)c2ccc(NC(C)=O)cc2)cc1	-3	-10	·

Fetched by compound from the entries so far:
SMILES	VHR inh abs	PriA SSB inh	Rv3671c inh	MazEF act	BH1578 lux ind	TcdB inh	CCHF vOTU inh	3CLpro inhibitor	PrPC TRFRET	Y pestis TopoI
COc1ccccc1C(=O)Nc1ccc(S(=O)(=O)N(C)c2ccccc2)cc1	·	-15	-14	0	-0.5	4.8	4	·	5	20
CCc1ccc(C(=O)CN2C(=O)NC3(CCc4ccccc43)C2=O)cc1 (configuration not stated)	·	-13	0	-17	-1.4	1.5	6	·	-6	11
COc1ccc(Cl)cc1C=CC=Nc1ccccc1O	·	-2	·	7	i	-0.2	-2	·	-10	-16
Cc1ccc(NC(=O)COC(=O)c2csc3c2CCC(C)C3)cc1S(=O)(=O)N1CCCCC1 (configuration not stated)	-2	-11	-92	1	-0.1	0.2	-3	5	8	-1
Cc1cc(=O)[nH]c(SCC(=O)Nc2ccc(S(=O)(=O)N3CCOCC3)cc2)n1	31	0	9	-6	-0.1	·	4	-1	7	-10

Not all compounds are listed. The share of hits here may be higher or lower than overall.
